# Source: PubChem
# Tau FP inhib – blocks human tau fibril formation measured by polarization. P10636. K18 P301L tau heparin fibrillization, Alexa594 FP, 6 h. Potency, µM (highest dose often 57.7 µM), for the others: at the top dose activity, negative = inhibition, most hits filed as inhibitors. actives 0.39% (n = 280,000). AID 1468; further: nearly all actives have a fitted effect of over 55% in size
# Target sequence (P10636 561-689 P618L limits assumed): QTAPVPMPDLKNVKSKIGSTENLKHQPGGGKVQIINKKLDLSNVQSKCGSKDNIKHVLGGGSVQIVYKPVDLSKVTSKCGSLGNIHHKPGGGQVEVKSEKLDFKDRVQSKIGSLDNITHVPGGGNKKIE
#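 Read-out: fluorescence polarization of Alexa 594-labeled tau (0.24 uM), 555 nm excitation, 632 nm emission. Mixtures held 15 uM unlabeled K18 P301L, compound and 20 uM heparin, pH 7 acetate buffer, incubated 6 hr at 37 C.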
# Tau ThT inhib – tau fibrillization inhibition (ThT binding). P10636. actives 2.1% (n = 270,000). Potency, µM (top dose mostly 57.4 µM), inactives show top-dose activity, negative = inhibition, most hits filed as inhibitors. recombinant tau K18 P301L, heparin-induced fibrillization, ThT fluorescence; further: nearly all actives have a fitted effect of over 55% in size
#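 Using a mix of unlabeled (15 uM) and Alexa 594-labeled (0.24 uM) tau K18 P301L, heparin-triggered fibrillization over 6 hr at 37 C was scored by ThT fluorescence.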
# Tau fluor counter – counter-screen for tau fibril formation inhibitors; AID 1463; tau K18 P301L (four-repeat tau fragment) Alexa594 fluorescence, heparin fibrillization; Potency, µM (doses to about 57.7 µM), inactives show at the top dose activity change, negative = decrease; actives 0.93% (n = 280,000); further: nearly all actives have a fitted effect of over 55% in size
#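 Human K18 P301L tau (15 uM unlabeled plus 0.24 uM Alexa 594-labeled, final) in 100 mM sodium acetate pH 7 was mixed with compound and 20 uM heparin and incubated 6 hr at 37 C.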
# An asterisk follows results filed as active; ? = inconclusive. The call rests on the fitted dose curve; in most records, active means well fitted curve in the direction sought with a large enough effect; inconclusive means small, poorly fitted or top-dose-only effect, or another doubt; inactive means no such curve, though single readings can be large; an effect the other way counts as inactive or inconclusive. On the % scale 0 is the no-effect control and ±100 the full control effect; potency means the concentration at half of the fitted maximal effect. The list is partial; rates above refer to the full screens.
SMILES,Tau FP inhib,Tau ThT inhib,Tau fluor counter
CCOC(=O)C1CCN(S(=O)(=O)c2cc(-c3cc(C)no3)ccc2OC)CC1,-5%,-6%,-15%
COc1ccc(N2CC(NC(=O)C(c3ccccc3)c3ccccc3)CC2=O)cc1OC (stereo not drawn),-3%,-3%,-11%
Cc1ccc(SCC(=O)Nc2ccc3oc(-c4ccc(F)cc4)nc3c2)cc1,-7%,-5%,-13%
COC(=O)c1ccc(NC(=O)CCn2cccn2)cc1,5%,1%,8%
O=C(Cn1c(=O)nc(-c2ccccc2)c2cc(Cl)ccc21)N1CCN(c2ccccc2F)CC1,2%,?,1%
CC(=O)Nc1ccccc1-c1nc2ccccc2n(Cc2cccc(Br)c2)c1=O,-4%,-7%,-10%
COc1ccc(S(=O)(=O)NCCc2nnc3ccc(SCC(=O)Nc4ccccc4C)nn23)cc1,1%,1%,-2%
CCOc1ccc(OCC)c(NC(=O)C2CCN(c3cnccn3)CC2)c1,6%,-3%,-10%
Cc1nc(-c2ccc(Cl)cc2)sc1CCNC(=O)c1ccco1,-5%,?,-15%
COc1ccc(NC(=O)CN(C)S(=O)(=O)c2ccc3[nH]c4c(c3c2)CCCC4)cc1OC,15%,-15%,?
COc1cccc(CNC(=O)Cn2c(=O)n3nc(-c4cccc(C)c4)nc3c3ccccc32)c1,?,-8%,-16%
CCc1ccc(-c2cc(C)no2)cc1S(=O)(=O)Nc1ccc(Cl)cn1,-5%,0%,-3%
CC(C)Oc1ccc(CNC(=O)C2CCCCN2S(=O)(=O)c2ccc(F)cc2)cc1 (stereo not drawn),7%,5%,-7%
Cc1ccc(C2=NN(CCC(=O)NCCc3cccc(C)c3)C(=O)CC2)cc1,1%,-12%,-2%
COc1cccc(CSc2nc3n(n2)C(c2ccccc2C)C(C(=O)Nc2ccccc2OC)=C(C)N3)c1 (stereo not drawn),?,-10%,-23%
Cc1ccc(-n2ccn(CC(=O)NCCc3ccccc3)c(=O)c2=O)cc1C,-3%,-10%,-5%
COc1cc(-c2ccno2)ccc1S(=O)(=O)N1CCN(c2cc(C)ccc2C)CC1,-16%,-7%,?
CN(C(=O)CSc1nc2ccc(NC(=O)COc3ccccc3)cc2s1)c1ccccc1,-3%,-4%,-26%
CCN(CC)S(=O)(=O)c1ccc2nc(NC(=O)c3ccccc3OC)sc2c1,-9%,17%,-3%
Cc1c(C(=O)NCc2ccc(Cl)cc2)sc2nc3n(c(=O)c12)CCC3,10%,-8%,?
CCc1cccc(C)c1NC(=O)C1CCN(S(=O)(=O)Cc2ccccc2)CC1,2%,?,-9%
O=C(NCCCN1CCN(c2ccc(F)cc2)CC1)c1cnn(-c2ccc(F)cc2)c1-n1cccc1,?,-11%,-12%
COc1cccc(OCC(=O)NC2CC(=O)N(c3ccc4c(c3)OCCO4)C2)c1 (stereo not drawn),-4%,2%,2%
CCN(c1ccc(C)cc1)S(=O)(=O)c1nnc(NC(=O)C2CCCCC2)s1,-16%,?,-28%
CCc1ccc(NC(=O)CSc2nnc(-c3nonc3NC(C)=O)n2-c2ccccc2)cc1,8%,2%,-22%

# Given field by field: 3 of the compounds above.
Cc1ccc(SCC(=O)Nc2ccc3oc(-c4ccc(F)cc4)nc3c2)cc1
- Tau FP inhib: -7%
- Tau ThT inhib: -5%
- Tau fluor counter: -13%
CCOC(=O)C1CCN(S(=O)(=O)c2cc(-c3cc(C)no3)ccc2OC)CC1
- Tau FP inhib: -5%
- Tau ThT inhib: -6%
- Tau fluor counter: -15%
CCc1ccc(-c2cc(C)no2)cc1S(=O)(=O)Nc1ccc(Cl)cn1
- Tau FP inhib: -5%
- Tau ThT inhib: 0%
- Tau fluor counter: -3%

# (list continues)
SMILES,Tau FP inhib,Tau ThT inhib,Tau fluor counter
CCCc1nn2c(=O)cc(COC(=O)c3ccccc3NC(=O)COc3ccccc3)nc2s1,-3%,-9%,-9%
COc1ccc(NC(=O)C(C)Sc2cc(-c3ccccc3)nc(C)n2)cc1Cl (stereo not drawn),-9%,-9%,-28%
COc1ccc(OC)c(CNC(=O)CCCn2nc(C)c3c(C)n(-c4ccc(C)cc4)nc3c2=O)c1,11%,3%,9%
CC(C)(C)c1ccc(C(=O)Nc2ccc3c(c2)CCCN3C(=O)c2cccs2)cc1,7%,-13%,-15%
CN(C)c1ccc(C(CNC(=O)c2ccc(C(C)(C)C)cc2)N2CCOCC2)cc1 (stereo not drawn),-12%,?,?
COc1ccc(NS(=O)(=O)c2ccc(-c3cnc(C4CC4)o3)cc2)cc1Cl,-12%,-13%,?
O=C(NCc1ccc(Cl)cc1)c1ccc2c(c1)nnn2C1CCCC1,-7%,2%,-5%
CCCn1cc(S(=O)(=O)c2cc(C)ccc2C)c(=O)c2cc(F)c(N3CCN(CC)CC3)cc21,1%,1%,2%
COc1ccc(CCN2CCC(CNC(=O)c3cnn(-c4ccccc4)c3C3CCN(C(=O)OC(C)(C)C)CC3)CC2)cc1,0%,-15%,-9%
COc1ccc(NC(=O)CSc2nnc3c(C)cc4ccccc4n23)cc1,-7%,-5%,-15%
Cc1ccc(-n2ncc3c(N4CCN(c5ccccc5)CC4)ncnc32)cc1C,9%,?,-10%
Cc1cc(-c2ccc(C)c(S(=O)(=O)NC(c3cccs3)C(C)C)c2)on1 (stereo not drawn),-2%,-6%,?
O=C(NNc1ncnc2c1cnn2-c1ccccc1)c1cccc(Cl)c1,?,?,-12%
Cc1cccc(N2CCN(C(=O)c3cccc(-n4c(C)nc5cccnc54)c3)CC2C)c1 (stereo not drawn),12%,1%,1%
CCC(=O)N1CCc2cc(CNC(=O)Cc3ccc(OC)c(OC)c3)ccc21,1%,-1%,5%
COc1ccc(C(=O)N(Cc2cc(OC)c(OC)c(OC)c2)c2ccccn2)cc1,-6%,-6%,-8%
CCOC(=O)N1CCc2c(sc(NCc3cc(OC)c(OC)cc3OC)c2C(=O)Nc2ccc(OCC)cc2)C1,1%,?,-24%
Cc1ccc(C)c(CN2C(=O)CSc3ccc(C(=O)NCc4ccccc4)cc32)c1,-18%,0%,-4%
COc1ccccc1NC(=O)CN1C(=O)C2(SCC(=O)N2c2ccc(C)c(C)c2)c2ccccc21 (stereo not drawn),-7%,-14%,-26%
COC(=O)c1ccc(Cl)cc1NC(=O)N(Cc1ccc(C)o1)C1CCN(C(C)=O)CC1,7%,-15%,-6%
Cc1ccc2c(C)c(C(=O)N3CCC(c4nc5ccccc5s4)CC3)oc2c1C,4%,-17%,-17%
COc1ccc(OC)c(-n2cnc3cc(C(=O)NC4CCCCCC4)ccc32)c1,5%,-16%,-17%
O=C(Nc1cc(Cl)cc(Cl)c1)c1ccc(F)c(S(=O)(=O)NC2CCCC2)c1,10µM*,1%,?
COc1ccc(-c2nn(-c3ccc(F)cc3)c3c2cnc2cc4c(cc23)OCO4)cc1,3%,8%,9%
Cc1nn(CC(=O)N2CCN(c3cccc(C(F)(F)F)c3)CC2)c(=O)c2cccn12,?,16%,9%
# (cont.)
SMILES,Tau FP inhib,Tau ThT inhib,Tau fluor counter
Cc1ccc(CN2CCC(CNC(=O)c3cc4ccc5cccnc5c4[nH]3)CC2)cc1,-8%,-6%,-21%
Cc1ccc(S(=O)(=O)C(CNC(=O)C(=O)NCCc2ccc(F)cc2)c2cccs2)cc1 (stereo not drawn),-14%,-2%,-8%
CCOc1ccc(C2c3[nH]c4ccccc4c3CCN2C(=O)CCc2ccccc2)cc1 (stereo not drawn),-4%,-5%,-10%
O=C(Nc1c(C(=O)O)oc2ccccc12)c1ccc(C(F)(F)F)cc1,2%,3%,-5%
Cc1noc(Cn2c(=O)c3cc4c(cc3n(CC(=O)Nc3ccccc3Br)c2=O)OCO4)n1,-6%,8%,-7%
CCCS(=O)(=O)N1CCCC(C(=O)NCCOC)C1 (stereo not drawn),-7%,8%,-1%
O=C(O)c1ccc2nc(-c3cc4cccc(O)c4oc3=O)[nH]c2c1,-8%,?,-27%
CCCCOC(=O)c1ccc(NC(=O)CSc2nc3c(c(=O)[nH]2)CCC3)cc1,-2%,?,-26%
Cc1ccc(CCNC(=O)c2c(C)oc3ncnc(N4CCOCC4)c23)cc1,-8%,3%,-2%
Cc1ccc(/C=C/c2onc(C)c2S(=O)(=O)N2CCC(C(=O)N3CCN(c4cccc(C)c4)C(C)C3)CC2)cc1 (stereo not drawn),-1%,-7%,-14%
CCOC(=O)Cn1c(=O)n(-c2cccc(Cl)c2)c2nc(-c3ccccc3Cl)nc(C(N)=O)c21,-6%,-11%,-20%
O=C(Nc1ccc(-c2cn3cccnc3n2)cc1)c1ccccc1F,0%,?,-9%
COCCCNC(=O)CSc1nc2c(sc3ccccc32)c(=O)n1CCc1ccccc1,0%,10%,9%
COc1ccc(CNC(=O)C2(c3cccs3)CCOCC2)cc1,?,-1%,3%
CC(C)c1cc(-c2nc(-c3ccc(Cl)cc3)no2)n[nH]1,-5%,?,?
O=C(O)CC(NS(=O)(=O)c1ccc(Cl)s1)c1ccccc1 (stereo not drawn),8%,-2%,-8%
CC1Cc2cc(S(=O)(=O)CCC(=O)NCc3ccccc3Cl)ccc2N1C(=O)C1CC1 (stereo not drawn),2%,6%,1%
COc1ccc(CNC(=O)c2ccc3[nH]c(C)c(C)c3c2)c(OC)c1,8%,?,?
Cc1cccc(NC(=O)CSc2cn(CC(=O)N3CCOCC3)c3ccccc23)c1C,-10%,-13%,-10%
CCOc1ccc(C(=O)OCc2cc(=O)n3cc(C)sc3n2)cc1,-5%,-9%,-8%
COc1cc(C2C(C(=O)Nc3ccccc3C)=C(C)Nc3nc(SCc4cc(C)ccc4C)nn32)ccc1O (stereo not drawn),-8%,-10%,-26%
Cc1ccc(CNC(=O)CN2N=C(c3ccc(C)cc3)CCC2=O)cc1,8%,-3%,-9%
COc1ccc2nc(NC(=O)c3ccc(S(=O)(=O)N4CCC(C)CC4)cc3)sc2c1,-10%,11%,-14%
O=C(CC1N=C2c3ccccc3N=C(SCc3ccc(F)cc3)N2C1=O)NCc1ccc2c(c1)OCO2 (stereo not drawn),-5%,?,-13%
CCOC(=O)C1CCC(CN(Cc2cccc(Br)c2)S(=O)(=O)c2ccc(Cl)cc2)CC1 (stereo not drawn),-2%,0%,-6%

# Full records, looked up by structure. Order of values: Tau FP inhib	Tau ThT inhib	Tau fluor counter
# Shown for Cc1noc(Cn2c(=O)c3cc4c(cc3n(CC(=O)Nc3ccccc3Br)c2=O)OCO4)n1 : -6%	8%	-7%
# Shown for Cc1ccc(CCNC(=O)c2c(C)oc3ncnc(N4CCOCC4)c23)cc1 : -8%	3%	-2%
# Shown for CCOC(=O)C1CCC(CN(Cc2cccc(Br)c2)S(=O)(=O)c2ccc(Cl)cc2)CC1 (stereo not drawn) : -2%	0%	-6%
# Shown for Cc1ccc(/C=C/c2onc(C)c2S(=O)(=O)N2CCC(C(=O)N3CCN(c4cccc(C)c4)C(C)C3)CC2)cc1 (stereo not drawn) : -1%	-7%	-14%
# Shown for Cc1ccc(CN2CCC(CNC(=O)c3cc4ccc5cccnc5c4[nH]3)CC2)cc1 : -8%	-6%	-21%

# The main list resumes with the three entries that preceded the break.
SMILES,Tau FP inhib,Tau ThT inhib,Tau fluor counter
COc1ccc2nc(NC(=O)c3ccc(S(=O)(=O)N4CCC(C)CC4)cc3)sc2c1,-10%,11%,-14%
O=C(CC1N=C2c3ccccc3N=C(SCc3ccc(F)cc3)N2C1=O)NCc1ccc2c(c1)OCO2 (stereo not drawn),-5%,?,-13%
CCOC(=O)C1CCC(CN(Cc2cccc(Br)c2)S(=O)(=O)c2ccc(Cl)cc2)CC1 (stereo not drawn),-2%,0%,-6%
COc1ccc(Cl)cc1NC(=O)CCC(=O)N1CCOc2ccccc21,?,10%,8%
COc1cc(OC)c(NC(=O)Cn2c(=O)cc(C)c3c(C)nn(-c4ccc(C)cc4)c32)cc1Cl,-9%,2%,2%
O=C(NCc1ccccc1)c1cccc(NC(=O)N2CCSc3ncccc32)c1,-2%,6%,0%
COc1ccc(C)cc1Nc1nc(-c2cccc(Cl)c2)c2c(n1)-c1ccccc1OC2,1%,?,-18%
CCOC(=O)c1c(C)[nH]c(CCC(=O)NCc2cc(Br)ccc2OC)c1C,8%,?,?
CCOc1ccc(CNC(=O)c2sc3ncnc(N(C)C4CCCCC4)c3c2C)cc1,-5%,?,-27%
